RORa activator – activators of orphan receptor RORA, primary screen, cell-based, luminescence; AID 560, 2006; actives 1.5% (n = 65,000); CHO-K1 Gal4-RORA LBD luciferase reporter; percent increase over mock-subtracted basal signal; Nuclear receptor ROR-alpha (Homo sapiens), P35398; activation, % at 10 µM;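 active means activation above the mean of all tested compounds plus 3 SD, cut at about 49% in these data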;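 further: 0% = DMSO-treated RORA cells and 100% = added signal equal to DMSO minus mock-transfected cells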
SF1 activator – activators of human SF-1, primary screen, cell-based, CHO-K1, Gal4-SF-1 LBD, luciferase luminescence. activation, % at 10 µM. Steroidogenic factor 1 (Homo sapiens), Q13285. AID 522, 2006. actives 1.9% (n = 65,000). CHO-K1 Gal4-SF-1 LBD luciferase reporter; % increase over DMSO SF-1-specific signal;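 active means activation above the mean activation of all tested compounds plus 3 SD, cut at about 50% in these data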
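Assay system: CHO-K1 cells co-transfected with Gal4 DBD–human SF-1 LBD, 5xGal4 luciferase reporter / Input: 4,000 cells per well / Incubation: 20 h compound exposure at 37 °C after 1 h cell settling / Detection: SteadyLite luciferase luminescence / Control set: DMSO negative control and −SF1 background wells / Replication: one test per compound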
NADH coupling – inhibitors of PK/LDH coupling enzymes, profiling panel, artefact control, biochemical, MLSMR library. coupled PK/LDH NADH assays, four targets. IC50, µM (titrated, usually from 10 µM), for inactives: at the top dose inhibition. actives 0.02% (n = 65,000). AID 774, 2007;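 active means single-dose screening hits from any of four coupled enzyme assays that gave an IC50 when retested across doses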;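 further: the DPM-DC format reads NADH fluorescence rather than 340 nm absorbance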
5HT1E antag – 5-HT1E receptor antagonists, primary screen, cell-based, HTS | 5-hydroxytryptamine receptor 1E (Homo sapiens), P28566 | actives 0.99% (n = 65,000) | inhibition, % at 6 µM | CHO 5-HT1E Ga15 NFAT-bla reporter, FRET, antagonist;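 active means inhibition above a set limit, the mean inhibition across every tested compound plus 3 SD, cut at about 29% in these data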;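 further: signal is the 460 over 535 nm emission ratio of beta-lactamase substrate; 0% = agonist plus DMSO wells and 100% = wells without agonist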
Target sequence (P28566 whole entry, looked up): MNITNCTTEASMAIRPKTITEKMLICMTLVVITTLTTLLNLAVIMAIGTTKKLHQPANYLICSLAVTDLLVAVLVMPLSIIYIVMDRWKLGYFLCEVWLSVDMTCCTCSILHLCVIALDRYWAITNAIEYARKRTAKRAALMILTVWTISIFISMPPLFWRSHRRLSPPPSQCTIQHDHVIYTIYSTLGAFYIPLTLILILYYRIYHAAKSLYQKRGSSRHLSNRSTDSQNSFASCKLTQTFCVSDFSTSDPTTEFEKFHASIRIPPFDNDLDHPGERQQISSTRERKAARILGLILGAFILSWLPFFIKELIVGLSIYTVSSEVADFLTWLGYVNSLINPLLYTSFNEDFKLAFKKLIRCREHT
5-HT1A blocker – human 5-HT1a receptor antagonists, primary screen, cell-based, CHO, Ga15 NFAT-bla reporter; 5-hydroxytryptamine receptor 1A (Homo sapiens), P08908; CHO 5-HT1a Ga15 NFAT-bla reporter, antagonist mode; inhibition, % at 10 µM; actives 0.68% (n = 62,000); AID 612, 2007;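 active means inhibition above the mean of all tested compounds plus 3 SD, cut at about 43% in these data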;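 further: receptor stimulated by 5-CT agonist at 100 nM near EC80; beta-lactamase reporter measured by ratiometric fluorescence of a cleavable substrate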
Target sequence (P08908 whole entry, looked up): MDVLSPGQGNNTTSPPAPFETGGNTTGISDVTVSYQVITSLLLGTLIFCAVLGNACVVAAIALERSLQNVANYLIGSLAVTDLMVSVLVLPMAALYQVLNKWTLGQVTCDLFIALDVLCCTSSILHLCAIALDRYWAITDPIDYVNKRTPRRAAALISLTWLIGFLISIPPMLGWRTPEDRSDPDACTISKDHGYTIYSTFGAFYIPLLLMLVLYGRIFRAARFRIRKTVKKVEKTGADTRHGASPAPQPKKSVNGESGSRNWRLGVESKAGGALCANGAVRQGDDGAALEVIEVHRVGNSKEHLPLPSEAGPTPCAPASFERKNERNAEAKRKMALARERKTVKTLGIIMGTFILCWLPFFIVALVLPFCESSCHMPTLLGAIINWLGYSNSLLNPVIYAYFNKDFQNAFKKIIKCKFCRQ
HTR1A agonist – human 5-HT1a receptor agonists, primary screen, cell-based, CHO, Ga15 NFAT-bla reporter. 5-hydroxytryptamine receptor 1A (Homo sapiens), P08908. CHO 5-HT1a Ga15 NFAT-bla reporter, FRET ratio; 0% basal, 100% maximal reference agonist. activation, % at 10 µM. actives 0.56% (n = 65,000). AID 567, 2006;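 active means activation above the screen-wide mean activation plus 3 SD, cut at about 19% in these data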;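 further: 0% = DMSO wells and 100% = 5-CT at EC100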
MMP-13 inhibitor – human MMP13 inhibitors, primary screen, biochemical, FRET peptide cleavage; MMP-13 fTHP FRET cleavage, Mca fluorescence; actives 0.07% (n = 65,000); inhibition, % at 4 µM; Collagenase 3 (Homo sapiens), P45452;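 active means inhibition above the mean of compound-free control plate wells plus 3 SD, cut at about 14% in these data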;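 further: 0% = DMSO wells and 100% = wells with reference MMP-13 inhibitor after basal subtraction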
tolC growth inh – growth inhibitors of E. coli tolC mutant, primary screen, strain BW25113 ΔtolC::kan, 384-well; OD615; actives 2.2% (n = 65,000); growth inhibition, % at 10 µM (by protocol);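 active means growth inhibition at or above a cutoff equal to the mean over every tested compound plus 3 SD, cut at about 60% in these data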;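 further: growth measured after 20 h incubation at 37 °C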
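test system = E. coli BW25113 ΔtolC::kan bacteria | medium = LB with kanamycin 50 µg/mL | signal = OD at 615 nm | schedule = 37 °C, 20 h exposure | evaluation = % inhibition of E. coli growth | compound dosing = one dose of 10 µM final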
HTR1E agonist – 5-HT1E receptor agonists, primary screen, cell-based, HTS; 5-hydroxytryptamine receptor 1E (Homo sapiens), P28566; CHO 5-HT1E Ga15 NFAT-bla reporter, FRET; 0% DMSO wells, 100% control agonist wells; activation, % at 6 µM; actives 0.69% (n = 65,000); AID 574, 2007;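 active means activation above a set limit, the screen-wide mean activation plus 3 SD, cut at about 8.5% in these data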;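 further: 100% = positive control agonist at 1 µM giving full maximal response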
An asterisk follows results filed as active; . = no result given; [ ] = remark or other dose. Compounds as they come. Share with any hit: about 7.2%.

SMILES | RORa activator | SF1 activator | NADH coupling | 5HT1E antag | 5-HT1A blocker | HTR1A agonist | MMP-13 inhibitor | tolC growth inh | HTR1E agonist
COc1ccc2c(c1OC)C(=O)N(C(C)C(=O)O)C2=O (centres undefined) | -10.1 | -6.0 | 6.0% | 0.6 | -4.6 | -2.4 | 3.7 | -13.7 | -0.3
Cc1cc(NC(=O)CSc2nnc(-c3ccc(S(=O)(=O)N4CCCC4)cc3)n2C)no1 | -15.8 | -3.9 | 11.0% | -6.4 | -1.3 | -2.0 | -5.5 | -28.9 | 0.8
COC(=O)c1ccccc1NC(=O)CSc1nnnn1-c1ccc(C)cc1C | -2.6 | 9.0 | 3.0% | -6.4 | 0.1 | 1.3 | 0.7 | 22.1 | 1.3
COCCCNC(=O)C1CC(=O)N(C2CCCC2)C1 (centres undefined) | -0.5 | 2.3 | 4.0% | -2.3 | -11.3 | -1.3 | -1.3 | -13.6 | 0.3
CCOC(=O)Cc1csc2nc3sc(C)c(C)c3c(=O)n12 | -13.7 | -12.0 | 8.0% | 0.3 | -8.3 | -0.1 | -8.4 | -3.6 | 0.4
Cn1cc(SCC(=O)Nc2nc3ccccc3s2)c2ccccc21 | -0.1 | -0.1 | 5.0% | 0.1 | 26.3 | 0.1 | 0.1 | 62.0* | 1.2
Cc1cc(NC(=O)CN2CCN(c3ncccn3)CC2)no1 | -15.4 | -3.7 | 15.0% | -7.5 | 2.1 | 1.4 | 0.3 | -5.5 | 0.5
COC(=O)C1=C(NC(=O)c2cccc(OC)c2)CCS1 | -19.3 | 0.6 | 5.0% | 3.7 | -2.7 | -0.5 | -4.5 | 22.0 | 0.2
CCCCC(NC(C)=O)c1nc2ccccc2n1CCC (centres undefined) | -3.7 | -6.3 | 5.0% | 5.7 | -3.8 | -1.1 | 3.8 | 15.6 | 0.1
O=C(Nc1nccs1)c1ccc(CSc2nnnn2-c2ccccc2)cc1 | 15.8 | 40.6 | 3.0% | 12.0 | 4.0 | 0.0 | -2.6 | 37.8 | 0.1
O=C(NCc1ccncc1)c1nnc(Cc2c(F)cccc2Cl)o1 | -2.0 | 10.0 | 3.0% | 2.2 | -1.6 | -1.1 | 0.2 | 0.0 | 1.6
COc1ccc(CCNC(=O)CN(c2ccccc2OC)S(C)(=O)=O)cc1 | -10.5 | 5.5 | 2.0% | -2.5 | 2.6 | -1.1 | 0.0 | -0.3 | -0.1
Oc1c(CN2CCCCC2)cc(COCc2ccccc2)c2cccnc12 | -52.6 | -88.7 | 5.0% | 48.0* | 29.6 | -2.2 | -2.0 | 100.0* | 1.6
O=S1(=O)N=C2CCCN2C(c2ccc(F)cc2)N1 (centres undefined) | -9.5 | -12.9 | 3.0% | 4.5 | -3.5 | -3.0 | -2.1 | -17.8 | -0.6
CCC(C)NC(=O)C1c2cc(OC)c(OC)cc2C(=O)N(C)C1c1ccc(OC)cc1 (centres undefined) | -3.5 | 6.8 | 1.0% | 3.3 | 0.4 | -0.4 | 3.6 | -7.6 | -0.5
CCOC(=O)/C=C1\CC(=O)Nc2cc(C)c(C)cc2N1 | -5.8 | -12.3 | 2.0% | -2.9 | -9.9 | -2.0 | 2.4 | 10.6 | -0.5
COc1cc(NS(=O)(=O)c2ccc(Br)cc2)c(OC)cc1NC(=O)c1ccco1 | 18.2 | -3.6 | 6.0% | 5.9 | 7.8 | 2.9 | 4.9 | 76.4* | 0.7
CC(=O)Nc1ccc(S(=O)(=O)NC(C(=O)O)C2=CCC=CC2)cc1 (centres undefined) | -3.9 | -25.5 | 10.0% | -13.4 | -1.4 | 1.3 | 3.4 | -9.6 | -0.1
COc1cccc(C2C(C(=O)Nc3ccc(C)cc3C)=C(C)Nc3ncnn32)c1OC (centres undefined) | -14.1 | 4.2 | 8.0% | -6.8 | 0.6 | -0.8 | -11.5 | -1.9 | 1.2
CCN(C(=O)c1coc(=O)c2ccccc12)c1cc(OC)ccc1OC | -15.1 | -5.9 | 5.0% | -3.2 | 9.2 | -2.9 | -0.4 | -8.4 | -0.7
Cn1c(C(=O)N2CCCC(C(=O)O)C2)cc2sccc21 (centres undefined) | -6.4 | 21.7 | 6.0% | -5.7 | 7.0 | -1.4 | -1.7 | -21.5 | -1.0
COc1ccc(-c2nc(C3CCCCC3)no2)cc1OC | 42.1 | 56.9* | 5.0% | 11.4 | 3.5 | -1.1 | 6.1 | 32.9 | 0.9
CC(=O)N1C=CN(C(C)=O)C(c2cn(C)c3ccccc23)C1c1cn(C)c2ccccc12 (centres undefined) | -22.8 | -3.4 | 0.0% | -5.7 | 28.6 | -2.7 | 4.7 | 21.0 | -0.9
COc1ccc(NC(=O)C2CCCN(c3c4c(nc5ncnn35)CCC4)C2)cc1OC (centres undefined) | -3.4 | 12.0 | 2.0% | 5.5 | -14.8 | 0.7 | -3.3 | -14.4 | 0.2
COc1cc(Br)cc(CN2CCN(C=O)CC2)c1O | 16.2 | -9.5 | 2.0% | 13.2 | -2.7 | -2.0 | 2.1 | -4.0 | 0.1
COCCN(C(=O)COc1ccccc1)c1nnc(-c2cccnc2)s1 | -7.9 | -18.3 | 7.0% | 8.4 | 5.6 | -0.4 | 4.9 | -3.3 | -1.5
COc1ccc(OC)c(NC(=O)Cn2cc(C#N)c3cc(Br)ccc32)c1 | 2.3 | -13.8 | 7.0% | 0.6 | 11.7 | -2.8 | -0.5 | -9.7 | -0.3
COc1ccc(CNc2nc3c(c(=O)n(Cc4ccc(F)cc4)c(=O)n3C)n2C)cc1 | 5.5 | -5.0 | 8.0% | -6.4 | -0.4 | 0.9 | 0.4 | 71.0* | 0.1
Cn1c(=O)c2c(nc(CN3CCN(C(=O)c4ccco4)CC3)n2Cc2ccc(F)cc2)n(C)c1=O | 23.5 | 12.3 | 7.0% | 8.0 | 9.6 | 1.7 | -1.9 | -1.1 | -1.0
CC(C)NCC(O)COCc1ccc(Cl)cc1 (centres undefined) | -2.4 | 0.2 | 8.0% | -4.0 | -9.4 | -3.1 | 2.6 | -14.7 | 0.2
CC1Cc2ccccc2N1C1=NS(=O)(=O)c2ccccc21 (centres undefined) | 31.3 | 24.0 | 6.0% | 1.0 | 18.5 | -0.1 | 6.3 | 7.8 | -0.8
COC(=O)CSc1nc2cc(Cl)ccc2c(=O)n1C1CCCC1 | -3.7 | -17.2 | 4.0% | 27.3 | 16.9 | 0.2 | 6.2 | 4.6 | -1.0
CCC(NC(=O)c1ccccc1NC(=O)c1ccccc1)C(=O)O (centres undefined) | 14.9 | 28.4 | 4.0% | 2.6 | 6.7 | -2.5 | 4.5 | -7.2 | -0.1
COC(=O)C1=C(C)Nc2ncnn2C1c1ccco1 (centres undefined) | -4.4 | -5.9 | 3.0% | -0.8 | 5.2 | 0.5 | -1.6 | -20.9 | 0.7
CC(C)(C)C(=O)OCC1OC(n2cnc(C(N)=O)n2)C(O)C1O (centres undefined) | -18.7 | -8.3 | 3.0% | -4.8 | -5.6 | -0.7 | 0.8 | -6.6 | -0.1
Nc1nc(N)c2sc3nc4c(cc3c2n1)CCC4 | 56.1* | 57.1* | 13.0% | 8.3 | -11.4 | -0.7 | -10.2 | 9.7 | 0.0
O=C(CN1CCCCC1)Nc1ccc(S(=O)(=O)NC2CCCCC2)cc1 | -27.6 | -10.8 | 5.0% | -1.3 | 10.7 | -0.9 | -0.4 | -1.5 | -1.2
O=C(CC1SC2=NCCN2C1=O)Nc1ccccc1 (centres undefined) | -11.2 | -4.8 | 4.0% | -6.4 | . | -0.4 | 0.1 | 7.5 | -0.5
CN(C)c1ccc(Nc2nc(-c3cccnc3)cs2)cc1 | 9.5 | 13.7 | 7.0% | 17.1 | 22.1 | -1.8 | -0.1 | -19.0 | -0.5
CCOc1ccc(N2C(N)=NC(N)=NC2(C)C)cc1 | 10.3 | 5.3 | 2.0% | 4.7 | -2.9 | -2.2 | 3.6 | -9.7 | -0.2
CC(=O)CCc1ccc(OCCCCn2cncn2)cc1 | 26.7 | 6.6 | 5.0% | -2.4 | -3.5 | -4.8 | 1.6 | -5.6 | -0.5
CC1(C)CC(=O)C=C(NCc2cccs2)C1 | -27.8 | -5.7 | 5.0% | -7.3 | -1.7 | -1.9 | -6.5 | -15.8 | 0.6
CCOC(=O)N1CCN(CC(O)COCC2=CCC3CC2C3(C)C)CC1 (centres undefined) | 8.0 | 6.6 | 16.0% | 1.2 | -17.7 | -0.3 | -0.6 | 6.9 | -1.1
CCOC(=O)CCNC(=O)Nc1ccc2nc(C)n(Cc3ccc(Cl)cc3)c(=O)c2c1 | 10.7 | 1.3 | 7.0% | 4.8 | -11.3 | 1.9 | -8.8 | 1.8 | -0.5
Cc1ccc(NC(=O)CCc2c(C)nc3ncnn3c2C)cc1 | -21.6 | -11.8 | 3.0% | -1.0 | -8.6 | -3.9 | 2.7 | -7.2 | -1.3
COc1cc2[nH]c(=S)n(CCN3CCOCC3)c(=O)c2cc1OC | 8.8 | 1.4 | 4.0% | -8.0 | -3.8 | -1.1 | 2.2 | -12.3 | -1.0
CCn1cc(Br)c(C(=O)Nc2ccc(C(=O)OC(C)C)cc2)n1 | 24.6 | 11.5 | 3.0% | -2.1 | -3.7 | 0.2 | 4.7 | 67.2* | 0.1
CCOC(=O)CNC(=O)c1nn(-c2ccc(OCC)cc2)c(=O)c2ccccc12 | -6.8 | 0.5 | 3.0% | 3.4 | 3.7 | -4.0 | 2.0 | 0.7 | -0.9
Cc1cccn2cc(CNC(=O)CC3CCCC3)nc12 | 7.0 | 13.3 | 3.0% | -12.0 | -1.7 | -5.9 | -10.7 | -12.0 | -0.1
Cc1ccc(-n2c(O)c(/C=N/n3cnnc3)c3ccccc3c2=O)cc1 | 9.9 | -4.2 | 2.0%[fluoresces] | -21.3 | -18.2 | 1.7 | -13.0 | 5.7 | 0.2
O=C(NCC1CCCO1)c1cc2n(n1)C(C(F)(F)F)CC(c1ccc(F)cc1)N2 (centres undefined) | -13.1 | 9.6 | 8.0% | -6.5 | -8.5 | -3.5 | -4.7 | 11.8 | 0.4
O=C(CN(Cc1ccccc1Cl)C(=O)c1ccc(CN2CCOCC2)o1)NCc1ccccc1 | -8.7 | 5.0 | 14.0% | -1.2 | 9.0 | 0.6 | 4.9 | -6.6 | -0.8
CCn1nc(C(=O)OCC(=O)c2c[nH]c3ccccc23)c2ccccc2c1=O | 10.4 | 20.9 | 5.0% | 20.7 | 14.2 | -1.2 | 1.5 | 48.0 | -0.4

Screening data as filed in PubChem.
